Myeloid diff 2 – promotes myeloid progenitor differentiation | ER-HoxA9 myeloid progenitors, lysozyme-GFP differentiation, flow cytometry | calls only at 10 µM | hit rate 1% among 360,000 | AID 624256;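 active means normalized GFP-positive differentiation at or above the plate's own cutoff, the solvent-only control mean plus 3 SD; inconclusive means no clear call, values can overlap the other calls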;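 further: cells exposed to compound for four days before flow analysis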
Dynein transport – blocks dynein driven cargo transport along microtubules; z-score, hits read low; hit rate 0.47% among 220,000; 3617.4 mouse cells, GR-EGFP nuclear translocation imaging; test concentration mostly 20 µM; stimulated with dexamethasone, 1 µM; stronger effect = lower value;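 active means plate z-score of nuclear minus cytoplasmic receptor signal below a set negative limit, without overly bright fluorescence or cell loss, cut at about -3.5 in these data, passing the limit was not always enough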;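 further: z-score of nuclear minus cytoplasmic ring GR-EGFP intensity difference per well; some compounds called inactive have numbers as strong as hits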
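Buffer or medium: Induction medium lacking tetracycline, stripped serum | Also added: Dexamethasone agonist, 1.0 µM final, for 30 min | Timing: 48 h induction, 1 h compound, 30 min dex at 37 °C | Detection: Formaldehyde fixation, Hoechst nuclear stain, 10x automated fluorescence imaging | Measure: Nuclear versus cytoplasmic GR-EGFP signal, averaged per well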
bCat nuc transl – modulators of beta-catenin nuclear translocation; HeLa beta-catenin nuclear translocation, immunofluorescence imaging; nuclear translocation activity, % at 5 µM; hit rate 0.3% among 190,000;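 active means nuclear translocation activity above 50% at 5 µM, with a well cell count of 50 or more; inconclusive means wells under 50 cells across six images, flagged as toxic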;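 further: per-cell ratio of nuclear to cytoplasmic median beta-catenin stain intensity; plate controls were DMSO negative control for no effect and GSK-3 inhibitor IX positive control for full effect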
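Test system: HeLa cells, endogenous beta-catenin; Compound: single 5 µM dose plus 0.02–20 µM confirmation series; Times: compound exposure 24 h at 37°C; Signal: fluorescence imaging of beta-catenin antibody stain plus DAPI; Read-out: % activation, nuclear-to-cytoplasmic median beta-catenin signal ratio per cell.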
MT stabilize HCS – stabilizes microtubules in HeLa cells; HeLa tubulin immunostaining HCS, 24 h; share of cells brighter than vehicle mean+2SD; % tubulin-high responders, % at 10 µM; hit rate 0.83% among 200,000;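 active means plate Z-score above 3 for both tubulin-high and condensed-nucleus cell shares, with cell loss under 80%, at 10 µM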;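 further: anti alpha tubulin signal scored within the nucleus-defined area of each cell; some results filed as inactive read as strong as hits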
T cell HTS – modulates CD8 T cell binding to vesicles | hit rate 0.068% among 330,000 | 2C CD8+ T cell-vesicle binding, flow cytometry; stronger effect = lower value | calls only at 7 µM;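 active means response, share of CD8 T cells binding vesicles, and their 90th percentile fluorescence all below set limits, cut at about 80% in these data, passing the limit was not always enough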
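Benchmarks: naked versus QL9-loaded vesicles / Assay system: purified 2C TCR transgenic mouse naive CD8+ T cells / Technique: high-throughput flow cytometry with anti-B7-1 and anti-CD8 staining / Timing: Cell–vesicle co-incubation 1.5 h at 37 °C, staining 20 min on ice / Read-out: percent CD8+ FL2 mean versus row control / Probe or stimulus: QL9-loaded Drosophila micro-vesicles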
PMI inhibitors – inhibitors of human PMI, primary screen, biochemical, fluorescence intensity, coupled assay (AID 1209) | purified PMI enzyme, coupled fluorescence intensity; higher % means a stronger effect | inhibition, % at 20 µM, or IC50 in µM where a hit was titrated | hit rate 0.42% among 190,000; in the data active means inhibition above about 50%;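 further: plate controls were DMSO vehicle for no effect and wells lacking substrate for full effect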
TNAP activation fold – stimulation of alkaline phosphatase TNAP activity – biochemical, luminescent, no phosphate acceptor, uHTS, primary screen (AID 1001) | hit rate 0.03% among 200,000 | purified TNAP, luminescent activation assay, no phosphate acceptor; higher activation fold means a stronger effect | activation fold at 20 µM, or EC50 in µM where a hit was titrated; in the data active means activation fold from about 3, or a potency from the dose series; inactive means the rest, 99 in 100 with activation fold below about 1.6; further: many of its hits are not listed in these tables
Ins promoter up – MIN6 insulin promoter up-regulation; MIN6 insulin promoter-GFP reporter, high-content imaging; stronger effect = higher value; z-score at 5 µM; hit rate 0.3% among 190,000; AID 1625;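 active means z-score above 3 at 5 µM with at least 500 cells counted in the well; inconclusive means wells under 500 cells, flagged as cytotoxic or low count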
Lipid droplet – modulators of hepatic lipid droplet formation. AML12 mouse hepatocytes, oleate lipid droplets, BODIPY imaging. inhibition, % at 6.5 µM. hit rate 0.4% among 240,000. AID 1656;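 active means lipid droplet intensity inhibited by at least 50%, with more than 500 cells counted; inconclusive means wells with under 300 cells, treated as cytotoxic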
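Material – mouse AML12 hepatocyte cell line, fixed after treatment · Compound dosing – one dose, 6.5 µM compound · Times – compound with oleate, overnight · Measured by – Image-based BODIPY and DAPI two-channel analysis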
Dynein transport cytoplasmic EGFP – second read-out of Dynein transport, no call of its own (marks repeat the call); z-score; measured here: cytoplasmic GR-EGFP intensity; stronger effect = higher value
Dynein transport nuclear GR-EGFP – further read-out of Dynein transport, marked with its call; z-score; measured here: nuclear GR-EGFP intensity;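 lower value marks the stronger effect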
Dynein transport cell count – further read-out of Dynein transport, marked with its call; z-score; measured here: cell count per field
Ins promoter up cell count – second read-out of Ins promoter up, no call of its own (marks repeat the call); cell count; measured here: cytotoxicity, nuclei count;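 total cells summed across four imaged fields per well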
Lipid droplet cells 6.5 µM – recorded beside Lipid droplet, whose call it bears; cell count; measured here: cell count, cytotoxicity flag;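 cells counted across two imaged fields per well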
bCat nuc transl cell count 5 µM – recorded beside bCat nuc transl, whose call it bears; cell count; measured here: cell count, cytotoxicity flag
T cell HTS vesicle-bound % – further read-out of T cell HTS, marked with its call; double positive events, %; measured here: CD8+ vesicle-bound cell fraction;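 binding gate set so that unloaded-vesicle control wells show 10% double positive cells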
MT stabilize HCS Hoechst-high % – second read-out of MT stabilize HCS, no call of its own (marks repeat the call); % Hoechst-high responders; measured here: nuclear condensation Hoechst responders;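 share of cells brighter than vehicle mean plus two SD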
MT stabilize HCS cytotoxicity % – recorded beside MT stabilize HCS, whose call it bears; toxicity, %; measured here: cytotoxicity by cell density;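 0% = mean cell density of plate MIN control wells and 100% = no cells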
Myeloid diff 2 GFP+ MAC1+ % – second read-out of Myeloid diff 2, no call of its own (marks repeat the call); GFP+ MAC1+ double positive, %; measured here: differentiation confirmed by MAC1 staining
An asterisk follows results filed as active; i = inactive; ? = inconclusive; nt = not tested or not shown.

SMILES	Myeloid diff 2	Myeloid diff 2 GFP+ MAC1+ %	Dynein transport	Dynein transport cytoplasmic EGFP	Dynein transport nuclear GR-EGFP	Dynein transport cell count	bCat nuc transl	bCat nuc transl cell count 5 µM	MT stabilize HCS	MT stabilize HCS Hoechst-high %	MT stabilize HCS cytotoxicity %	T cell HTS	T cell HTS vesicle-bound %	PMI inhibitors	TNAP activation fold	Ins promoter up	Ins promoter up cell count	Lipid droplet	Lipid droplet cells 6.5 µM
CN(C(=O)CCN1C(=O)C(C)(C)Nc2ccccc21)c1ccccc1	i	2.6	-0.304	-0.184	-0.33	-0.49	1.8	840	3.3	1.0	6.8	i	37.2	11.8%	1.1	0.62	1226	-11.2	707
CCOC(=O)CC1Sc2ccccc2NC1=S (stereo not drawn)	i	0.2	1.17	-0.0967	0.708	-0.535	0.2	1088	nt	nt	nt	i	18.4	nt	nt	nt	nt	-1.5	716
N#Cc1c(Nc2ccccc2)sc(C(=O)C2CC2)c1N	i	0.0	1.12	-0.23	1.3	-1.94	-2.5	1169	4.2	3.1	11.2	i	57.9	-3.0%	1	-0.35	1419	0.2	695
CCOc1ccc(C(=O)NCC(=O)OCC(=O)N2C(C)CCCC2C)cc1 (stereo not drawn)	i	1.1	-1.17	-0.181	-0.336	1.16	nt	nt	1.7	1.4	4.5	i	44.9	1.0%	1.1	1	928	-2.0	753
CCCOc1c(Cl)cc(C(=O)NC)cc1OC	nt	nt	-0.714	-0.347	-0.000669	0.97	0.5	1461	1.8	2.1	6.7	i	38.7	1.7%	1.1	-0.02	1493	-0.1	699
CCCCc1nnc(NC(=O)C(C)Sc2nc(O)c(Cc3ccccc3)c(=O)[nH]2)s1 (stereo not drawn)	i	0.2	2.66	-0.193	1.22	-0.873	-2.0	1153	4.3	1.9	5.2	i	47.8	-2.8%	1.2	-0.05	1604	-2.6	622
CC(C)(O)C1=NOC(c2ccccc2)C1 (stereo not drawn)	i	3.6	-0.89	-0.0522	-0.0257	-0.98	-0.3	1093	2.3	2.2	5.7	i	16.3	-24.2%	1.1	-0.04	1673	5.8	725
Cc1ccc(NC(=O)CC2SCCNC2=O)cc1[N+](=O)[O-] (stereo not drawn)	i	0.6	0.175	-0.262	0.029	0.326	-3.0	1184	nt	nt	nt	i	56.7	nt	nt	-0.08	1391	2.5	672
COC(=O)C1=C(C)NC(=O)CC1c1ccccc1F (stereo not drawn)	i	5.9	-0.534	-0.193	-0.0524	0.307	-0.5	1156	3.8	1.4	6.9	i	28.5	-6.7%	1.1	-0.67	1170	nt	nt
S=C(N/N=C/c1ccc2c(c1)OCO2)NC1CC2CCC1C2 (stereo not drawn)	i	0.3	2.58	-0.174	1.19	-1.67	1.4	1045	nt	nt	nt	i	57.5	nt	nt	-0.02	1264	0.8	677
COc1ccc2nc(C)cc(SCC(=O)NNC(=O)COc3ccc(C)cc3)c2c1	i	0.4	-0.961	0.196	0.0164	0.127	nt	nt	2.7	1.6	7.1	i	40.2	-6.0%	1.1	nt	nt	nt	nt
COC(=O)c1cccc(NC(=S)N2CCN(c3ccccc3F)CC2)c1	i	0.2	-1.19	-0.247	-0.525	0.721	-0.9	1107	4.8	1.4	8.6	i	54.8	12.1%	1.1	-0.37	1355	-4.0	754
C=CCn1c(C(CC)CC(C)(C)O)n[nH]c1=S (stereo not drawn)	i	0.1	2.47	-0.0268	0.935	-2.28	1.0	1506	2.8	1.8	0.5	i	59.2	6.1%	1	0.37	1451	2.9	781
Cc1cccc(NC(=S)NC(=O)c2cccs2)n1	i	3.9	-0.28	-0.0854	0.0201	-0.265	-0.8	1301	1.0	1.2	6.8	i	13.9	13.8%	0.8	0.55	1667	nt	nt
Cc1ccc(NC(=O)CSc2nnc(COc3ccccc3C)o2)cc1	i	0.2	0.453	-0.112	0.486	-0.176	-0.9	1058	3.7	2.1	8.4	i	41.2	0.1%	1.1	0.03	1576	15.7	749
Cc1c(C(=O)Nc2ccc(Oc3ccccc3)cc2)sc2nc3n(c(=O)c12)CCC3	i	0.3	1.08	-0.22	0.829	0.0233	-1.7	1451	2.8	1.8	2.0	i	39.1	10.4%	1.1	-2.44	1003	nt	nt
CCOC(=O)CSC1=C(C#N)C(c2ccccc2OC)CC(=O)N1 (stereo not drawn)	i	1.5	-0.622	-0.252	-0.209	0.358	1.4	902	21.5*	18.6*	62.0*	i	39.0	-3.3%	1.1	0.86	934	nt	nt
CC(C)(C)c1ccc(C(=O)NCCCN2CCN(CCCNC(=O)c3ccc(C(C)(C)C)cc3)CC2)cc1	?	nt	-0.358	-0.247	-0.429	0.53	-3.8	515	2.5	2.6	6.0	i	51.2	-2.9%	1.2	0.05	932	-4.2	713
Cc1cc(C)c(S(=O)(=O)Nc2ccc(OCC(=O)O)cc2)c(C)c1	i	2.2	-0.71	-0.187	-0.369	0.251	nt	nt	3.6	2.0	7.3	i	19.3	-5.1%	1.1	0.8	860	nt	nt
COc1c(-c2ccc(O)c(O)c2)oc2cc(O)cc(O)c2c1=O	i	3.1	-2.04	-0.373	-1.05	0.657	5.0	1246	nt	nt	nt	i	31.5	nt	nt	-0.73	980	-6.8	594
COc1ccc(-n2nnnc2SCC(=O)N2CCOCC2)cc1	i	2.0	-0.234	-0.233	0.13	-0.109	0.7	1108	3.5	2.0	6.8	i	43.3	2.6%	1.2	-0.75	2109	-4.4	668
Fc1ccc(OCCOCCOc2cccc3[nH]ccc23)cc1	i	1.0	0.057	0.633	-0.00118	-0.514	3.1	877	3.3	1.2	6.5	i	17.7	1.7%	1	0.1	1628	0.9	682
CCc1ccc(OC)c(S(=O)(=O)Nc2ccccc2C)c1	i	0.3	1.02	-0.0765	0.755	-1.69	0.4	1217	4.2	2.0	3.1	i	29.1	12.2%	1.1	0.14	1157	-21.0	755
CC(C)(C)OC(=O)NCCC(=O)N/N=C/c1cccc2cccnc12	i	0.7	-0.073	-0.223	-0.0621	-0.176	-0.6	1313	nt	nt	nt	i	10.5	nt	nt	-0.26	1037	3.4	774
Cc1ccc(C(=O)CC2(O)C(=O)N(Cc3ccc4c(c3)OCO4)c3ccccc32)cc1 (stereo not drawn)	i	1.3	-0.421	-0.267	0.102	-0.11	0.9	920	8.2	2.8	1.0	i	40.8	15.5%	1	-0.07	1255	nt	nt
Cc1ccc(N(CC(=O)N2CCc3ccccc32)C2=NC(=O)CS2)cc1	i	0.8	0.498	-0.22	0.361	-0.813	1.4	1171	5.2	3.9	6.6	i	10.3	-3.9%	1.1	-0.11	1053	nt	nt
Cc1occc1-c1nnc(SCC(=O)c2ccc(F)cc2)n1Cc1ccco1	i	1.2	-0.764	1.8	0.152	1.24	nt	nt	1.4	0.4	17.1	i	55.9	-6.5%	1.1	-0.91	1206	6.2	723
Cc1ccc(-c2nnc(Oc3cccc(C)c3)c3ccccc23)cc1	i	1.5	-0.14	-0.157	0.372	-0.0911	-1.0	1075	2.9	4.6	7.6	i	5.7	18.5%	1.2	0.24	1607	19.1	676
C=CCNCCOCCOc1ccc(Cl)cc1C(C)(C)C	i	2.0	-0.263	-0.256	-0.326	0.248	-3.0	530	3.1	2.2	7.2	i	14.5	-22.1%	1.1	0.62	1363	-78.4	625
O=c1c2cn[nH]c2[nH]c(=S)n1-c1cccc2ccccc12	i	0.9	0.784	-0.208	0.938	-0.0265	-2.9	584	5.1	2.2	8.0	i	4.8	-10.7%	1.5	-0.2	1266	-10.8	720
CC(C)(C)C(=O)Nc1ccc(S(=O)(=O)c2ccc(NC(=O)C(C)(C)C)cc2)cc1	i	5.2	-1.48	-0.0216	-0.564	2.45	-1.7	1173	1.8	1.6	7.4	i	8.7	13.5%	1.1	0.37	880	-10.0	741
Cc1ccc(O)c(NC(=O)c2cc(-c3ccc(F)cc3)on2)c1	i	0.7	0.0551	-0.162	0.344	-0.187	-0.9	1089	4.8	2.1	9.6	i	34.6	-2.5%	1.1	0.77	1248	5.0	675
NS(=O)(=O)c1ccc(NC(=O)CCCC(=O)O)cc1	i	0.2	-0.0864	-0.249	-0.0609	-0.415	2.5	1053	4.4	0.9	8.6	i	14.8	-4.4%	1.1	1.33	1172	8.9	694
